# hcGAS lum = Primary biochemical luminescence assay for human cyclic GMP-AMP synthase inhibitors; Q8N884; recombinant h-cGAS, ATP depletion, Kinase-Glo luminescence; inhibition, % at 12.5 µM; 290,000 tested, 0.081% active; AID 1259398, 2018;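 also: 0% = vehicle reaction and 100% = reaction without DNA for no activity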
# Target sequence (Q8N884 whole entry, looked up): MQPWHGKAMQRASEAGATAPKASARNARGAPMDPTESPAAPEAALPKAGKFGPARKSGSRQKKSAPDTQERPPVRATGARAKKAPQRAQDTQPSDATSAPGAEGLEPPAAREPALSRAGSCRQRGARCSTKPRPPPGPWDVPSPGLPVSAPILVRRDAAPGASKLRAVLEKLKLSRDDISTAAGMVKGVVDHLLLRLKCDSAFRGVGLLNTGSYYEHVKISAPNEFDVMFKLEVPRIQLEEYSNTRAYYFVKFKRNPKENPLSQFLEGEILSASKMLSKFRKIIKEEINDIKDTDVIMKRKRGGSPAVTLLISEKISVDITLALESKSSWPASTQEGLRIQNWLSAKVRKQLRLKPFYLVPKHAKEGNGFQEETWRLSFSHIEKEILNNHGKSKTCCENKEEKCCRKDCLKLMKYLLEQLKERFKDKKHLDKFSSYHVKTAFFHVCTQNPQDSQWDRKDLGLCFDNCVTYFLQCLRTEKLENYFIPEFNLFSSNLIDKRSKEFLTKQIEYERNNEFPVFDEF
# mcGAS lum = cyclic GMP-AMP synthase inhibitors, mouse, primary biochemical chemiluminescence; Q8C6L5; recombinant cGAS, Kinase-Glo ATP depletion luminescence; inhibition, % at 12.5 µM; 160,000 tested, 0.15% active;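 also: 0% = negative control wells and 100% = reference inhibitor with no enzyme activity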
# NPYLR7 ag = agonists of mosquito NPYLR7 receptor, primary screen, cell-based, Aedes aegypti, calcium fluorescence, mosquito biting behavior; Aedes aegypti neuropeptide Y-like receptor 7 (NPYLR7); HEK293T NPYLR7/Galpha15, GCaMP6s calcium fluorescence; activation, % at 10 µM; 270,000 tested, 0.15% active; AID 1259423, 2018; in the data active = activation above about 40%;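 also: 0% = vehicle and 100% = reference agonist at the receptor; some compounds past the cut are filed as inactive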
# Numbers without * were called inactive; . = no result given; & = joins results of further samples. Rule as the data show it, unless noted: active = inhibition above about 40%; inactive = the rest.
SMILES,hcGAS lum,mcGAS lum,NPYLR7 ag
CCOc1ccccc1C(=O)Nc1ccc(N2CCN(C(=O)Nc3cc(C)ccc3Cl)CC2)nc1,-4.1,-6.2,20.0
O=C1NC(=O)C2C1ON(c1ccccc1)C2c1ccccc1 (stereo not drawn),0.0,-0.2,5.9
COCC(C)C1CCN(C(=O)CC23CC4CC(CC(C4)C2)C3)CC1 (stereo not drawn),-3.9,-9.7,12.5
N#Cc1ccc(C2(O)CN(c3ccccc3)C3=[N+]2CCCS3)cc1 (stereo not drawn),-4.5,-4.8,8.2
C[C@]12CCC(OC(=O)c3ccccc3)CC1CCc1ccccc12 (stereo partly drawn),-3.1,-4.2,-8.0
CCCCN(C)C(=O)c1sc(=O)n(Cc2cccc(C(F)(F)F)c2)c1C,5.7,.,-8.1
CCCCN(C)c1c(C)nc2c(OCc3ccc(Cl)cc3Cl)cccn12,-8.1,-4.0,-4.3
CCCNC(=O)c1ccc(-c2cccc3cnccc23)o1,4.0,6.1,-3.7
COc1ccccc1C1=NN(C(=O)CN2CCOCC2)C(c2ccccc2Cl)C1 (stereo not drawn),-8.5,-6.1,11.5
COc1ccc(-c2csc(C(O)c3ccc(F)c(OC)c3)n2)cn1 (stereo not drawn),-13.6,.,6.2
CCN(CC(C)C)c1c(C#N)c(=O)n(C)c(=O)n1C,-8.6,-15.7,11.4
CCOC(=O)c1csc(CN(CCCOC)C(=O)Nc2ccccc2Br)n1,-4.7,-5.2,5.1
COc1cccc(C(=O)NC2(C(F)(F)F)NC(=O)N(C3CCCC3)C2=O)c1 (stereo not drawn),-6.6,.,19.2
Cc1nc(C(C)(C)C)sc1C(=O)NC1CCN(C2CCCCCC2)C1 (stereo not drawn),-7.9,.,9.5
C#CCN1CCC(C(=O)Nc2[nH]ncc2C(=O)NC(C)C)CC1,-10.5,.,15.8
Cc1cc(OC(=O)c2ccc(S(=O)(=O)N3CCCC3)cc2)c([N+](=O)[O-])c(=O)[nH]1,-6.9,-6.9,-4.8
CC(C)c1nc(N2CCN(CCc3ccccc3)CC2)c2c3c(sc2n1)CCCCC3,-1.3,-2.0,4.8
O=C(NCCc1nc2ccccc2[nH]1)c1cn(Cc2cccc(Cl)c2)nn1,-2.4,.,9.0
COc1cccc(-c2cc(-c3ccc(C(=O)NCc4ccc(C(F)(F)F)cc4)cc3)[nH]n2)c1,-3.2,-3.9,3.4
O=C(c1ccc2c(c1)CCCC2)N(Cc1ccco1)Cc1cccs1,-6.9,.,-0.3
Cn1c(=O)oc2cc(S(=O)(=O)N3CCn4c3nc3ccccc34)ccc21,1.1,0.3,8.6
COc1ccc(C)cc1N1C(=O)CSC1c1cccc(NC(=O)Nc2ccc(C(F)(F)F)cc2)c1 (stereo not drawn),-3.6,-4.9,12.0
CCc1ccc(CN(C)C(=O)c2cc(COc3ccc(C(C)=O)cc3)on2)cc1,-10.7,-12.7,2.2
COc1ccc2c(OCc3ccc(C(N)=O)cc3)ccnc2c1,-10.0,-12.9,-7.6
CC(C)CC(N)c1csc(Nc2cc(Oc3ccccc3)ncn2)n1 (stereo not drawn),-7.1,-8.0,-0.7
# Additional compounds follow.
SMILES,hcGAS lum,mcGAS lum,NPYLR7 ag
CC1c2ccsc2CCN1S(=O)(=O)c1ccc2c(c1)OCCO2 (stereo not drawn),-5.2,.,9.2
COCc1cc(C)nc(N/N=C\c2cc(OC)c(OC)cc2Br)c1C#N,-1.1,-1.2,-2.7
Fc1ccccc1C1=Nc2nnnn2C(c2ccc(Br)cc2)C1 (stereo not drawn),-5.7,.,3.9
Cc1cc(NC(=O)C2(C)CCN2C(=O)C/C=C/c2ccccc2)sn1 (stereo not drawn),-7.3,-4.0,13.0
COc1ccccc1NC(=O)Cn1c(-n2nc(C)cc2C)nc2c(c1=O)CCC2,-6.8,-6.2,.
O=C(NCc1ccccn1)C1CCN(C2CCN(Cc3cccc4nonc34)CC2)CC1,-10.0&-3.6,-5.6,3.3&3.2
CCCCCCCCS(=O)(=O)Oc1ccc(-c2nc3ccc(Br)cn3c2NC2CCCCC2)cc1,-6.3,-4.1,-11.6
CNCCCCOc1ccccc1Cc1ccccc1,-0.6,.,-10.0
CCN(CC)c1onc(-c2ccccc2)c1CN(C(=O)CC(C)C)C1CC1,-11.3,-5.7,3.5
COc1cc(NC(=O)CNC2CCCN(C(=O)c3ccco3)C2)ccc1Cl (stereo not drawn),-7.8,-9.9,22.3
CCc1cccc2c(C(CC(=O)NCc3ccc4c(c3)OCO4)c3ccc(OC)cc3OC)c[nH]c12 (stereo not drawn),-2.9,-3.7,3.1
CCN(CC)S(=O)(=O)c1ccc2oc(=S)n(CN(C(C)C)C(C)C)c2c1,0.1,-1.2,0.9
COc1ccc2nc(-c3ccc(C)c(NS(=O)(=O)c4ccc(C)c(C)c4)c3)cn2n1,-3.0,-6.9,-13.3
CCn1c2c(=O)[nH]c(=O)n(C)c2n2c(-c3c(F)cccc3Cl)nnc12,-0.4&-6.8,.,7.5&-13.0
CCc1nc2ccc(C(=O)Nc3ccc(C(N)=O)cc3)cn2c1N(C=O)CCC(C)C,2.7,1.0,19.7
Cc1ccccc1N1CC(c2nc3ccccc3n2CCC(C)C)CC1=O (stereo not drawn),-6.4,-8.8,-1.4
CC(=O)Nc1ccc(OCC(O)CN(c2ccc(C)cc2)S(C)(=O)=O)cc1 (stereo not drawn),0.5,-2.7,3.1
COc1cc(OC)nc(C(NC(=O)C2CCN(CCc3c[nH]c4ccccc34)CC2)c2ccc(Cl)cc2)n1 (stereo not drawn),-1.2,-2.9,14.6
O=C(Cc1cccc2ccccc12)N1CCN(S(=O)(=O)c2cc3c4c(c2)CCN4C(=O)CC3)CC1,13.2,.,-7.1
Cc1ccc(C)c(Cn2c(-c3ccccc3)c(CCNC(=O)[C@H](CC(C)C)NC(=O)CNC(=O)OCc3ccccc3)c3ccccc32)c1,-4.7,-3.2,-6.0
CCOC(=O)CC(=O)CSc1nc2sc(CC)cc2c(=O)n1Cc1ccco1,-1.2,-2.5,-11.4
O=C(O)CSc1ncnc2c1oc1ccccc12,-1.0,.,-0.8
O=S(=O)(O)c1cc(I)c(O)c2ncccc12,-2.2,.,-2.2
CN1CCCc2cc(C(CNC(=O)c3ccc(Br)o3)N3CCOCC3)ccc21 (stereo not drawn),-2.9,.,7.4
COc1ccc(Nc2cc(C3(C(=O)Nc4cccc(F)c4)CC3)ccn2)cc1O,-3.2,-6.8,2.8

# Record cards, as listed above:
# `O=C(NCCc1nc2ccccc2[nH]1)c1cn(Cc2cccc(Cl)c2)nn1` reads hcGAS lum = -2.4; mcGAS lum = .; NPYLR7 ag = 9.0
# `COc1ccc(-c2csc(C(O)c3ccc(F)c(OC)c3)n2)cn1` (stereo not drawn) reads hcGAS lum = -13.6; mcGAS lum = .; NPYLR7 ag = 6.2

# Next part:
SMILES,hcGAS lum,mcGAS lum,NPYLR7 ag
COc1cccc(CN(CC2CCN(C3Cc4ccccc4C3)CC2)CC2CCCO2)c1 (stereo not drawn),-4.8,-7.4,0.6
CCC(C)c1ccc(NC(=O)c2c(-c3ccccc3Cl)noc2C)cc1 (stereo not drawn),-3.2,.,-3.1
Cc1cccn2c(=O)c3cc(C#N)c(=O)n(Cc4ccco4)c3nc12,-3.5,-2.0,5.1
Cc1ccc(-c2cc(C(=O)N3CCC(C(=O)c4ccccc4)CC3)c3ccccc3n2)o1,-5.6,.,1.0
Cc1ccc(Cn2c(CN3CCOCC3)nc3c2c(=O)n(C)c(=O)n3C)cc1,-6.6,.,15.8
CCN1C(=O)C2(SC(C)(C)CN2C(=O)NC2CCCCC2)c2cc(F)ccc21 (stereo not drawn),-8.5,-5.5,6.3
Nc1nc(Cl)c(C=O)n1-c1ccc(Br)cc1,-5.0,.,-3.3
COc1ccc(C2=NN(C(=O)c3cccs3)C(c3ccc4nccnc4c3)C2)cc1 (stereo not drawn),1.1,-2.9,-0.8
O=C(Cc1cccs1)N1C[C@H]2[C@H](O)[C@@H]3C[C@H](c4ccc(F)cc4)[C@@H](O3)[C@H]2C1,-0.7,-7.0,5.8
Cc1ccnc(-n2cccc2CN2CCCN(C(=O)C3CCC3)CC2)c1,-5.7,-17.6,-6.3
O=C(CCN1CCC(c2cccc(O)c2)CC1)N1CCc2ccccc2C1,-3.0,-11.9,0.1
CCNC(=O)C1CCN(C(=O)c2cc(Cn3cnc4ccccc43)[nH]n2)C1 (stereo not drawn),-2.7,.,11.6
CCCc1nc(C(=O)N(C)C(C)c2ccon2)cs1 (stereo not drawn),-2.5,-8.7,14.9
CCC(=O)N(c1nnc(SCC(=O)c2cc(C)n(C3CC3)c2C)s1)C1CC1,-10.5,.,3.9
CCOC(=O)c1ccccc1NS(=O)(=O)c1ccsc1C(=O)OC,-13.5,.,0.2
Cc1cc(CN(C)c2nc3nonc3nc2N(C)C)on1,-0.9,.,-1.3
CCC1CN(c2ccnc(C(=O)NCc3ccccn3)c2)CCN1 (stereo not drawn),0.9,-7.1,2.4
CC(C)CC(=O)N1CCc2ccc(S(=O)(=O)N(C)C)cc21,-4.7,-10.7,-3.4
CCOC(=O)c1nn(-c2ccc(F)cc2)c(=O)cc1NCCN(C)C,1.9,.,5.3
c1ccc(N2CCN(C3CCCN(Cc4cn[nH]c4C4CCCCC4)C3)CC2)cc1 (stereo not drawn),-4.8,.,17.5
C[C@@H]1CN(C(=O)c2nc3ccc(Cl)cn3c2CNCc2n[nH]c3c2CCC3)C[C@H](C)O1,-8.6&-2.2,.,6.7&7.0
COc1ccc(C2(O)CN(c3ccc(C)cc3)C3=[N+]2CCCCC3)cc1OC (stereo not drawn),-4.4,-9.1,-4.6
CCOC(=O)C1=C(COC(=O)c2cc3c(s2)CCC3)NC(=O)NC1C (stereo not drawn),-7.2,.,-1.5
O=C1NCC(C(=O)NC2(c3ccc(Br)cc3)CC2)N1 (stereo not drawn),5.1,.,4.2
COc1cc2c(cc1OC)C(c1cccc(Cl)c1)N(C(=O)c1ccc(Cl)nc1)CC2 (stereo not drawn),-5.4,-7.3,-2.9
# (next part)
SMILES,hcGAS lum,mcGAS lum,NPYLR7 ag
Fc1ccccc1OCCCn1cnc2ccccc21,-13.1,.,26.6
Cc1cn2c3c(=O)n(Cc4ccc(Cl)cc4)c(=O)n(C)c3nc2n1C1CCCC1,2.5,-8.4,7.5
CCc1nn(C)c(Cl)c1CN1CC2(CCNCC2)CC1C(=O)O (stereo not drawn),-6.9,.,-1.0
CCOC(=O)C1(CCc2ccccc2)CCN(C(=O)c2ccc(OC)c(F)c2)CC1,-2.4,-3.1,8.1
CN(Cc1cccc(F)c1)C(=O)c1ccc(S(=O)(=O)C(F)F)cc1,2.5,-0.1,-5.7
Cc1ccc(/C=C(/Cl)c2nc3cc(Cl)ccc3c(=O)[nH]2)s1,-1.4,.,2.6
COc1ccc(CN(Cc2cccc(C(F)(F)F)c2)Cc2nc(C(=O)NCc3cccnc3)co2)c(OC)c1,-7.1,-4.8,.
COc1cccc(C(=O)Nc2c(C)nc3scc(C)n3c2=O)c1,-0.2,-3.1,3.5
CN(C(=O)Cn1cc(C#N)c2ccccc21)c1ccccc1,1.9,.,18.0
Cc1nnc(NCCc2ccc3c(c2)OCCO3)c(C#N)c1C,-3.0&-6.9,-7.1,-3.2&5.9
CCOCCCn1c(SCc2ccccc2OC(C)=O)nc2cc(S(=O)(=O)N3CCCC(C)C3)ccc21 (stereo not drawn),-9.3,-3.2,14.1
c1coc(CNCCSCc2cccs2)c1,-2.1&-6.5,.,5.1&-3.6
Cc1cc(C)n(CC(=O)NCc2cccnc2Oc2cccc(C(F)(F)F)c2)n1,-3.1,-20.2,1.0
CSc1ccc(COc2coc(CN3CCCN(C(=O)c4cc(C)nn4C(C)(C)C)CC3)cc2=O)cc1,-10.8,-5.3,22.4
COc1cccc(OC)c1-c1ccc(-n2cncc2C(=O)NCCC2=CCCCC2)cc1,-0.8,-5.3,8.5
CN(C)C(=O)N1CCN(C(=O)NOCc2ccccc2)CC1,-4.1,.,7.4
O=C(CSc1nnc(-c2ccccc2Cl)n1-c1ccccc1Cl)c1ccccc1,-1.5,-6.4,.
CCCCNC(=O)C1CCC(C)N(C(=O)/C=C/c2csc(C)n2)C1 (stereo not drawn),5.5,.,-10.9
C1=CC2CC1CC2CN1CCN(Cc2c[nH]c3ccccc23)CC1 (stereo not drawn),-7.3,.,11.3
CC(C)c1ccc(-n2c(C3C4CCCCC43)n[nH]c2=S)cc1 (stereo not drawn),-3.1,.,-8.7
CN(C)c1ccc(NC(=O)C2CCCCN2C(=O)C2CCCO2)nc1 (stereo not drawn),-2.7,.,7.1

# Structures above containing a tert-butyl group:
SMILES,hcGAS lum,mcGAS lum,NPYLR7 ag
Cc1nc(C(C)(C)C)sc1C(=O)NC1CCN(C2CCCCCC2)C1 (stereo not drawn),-7.9,.,9.5
CSc1ccc(COc2coc(CN3CCCN(C(=O)c4cc(C)nn4C(C)(C)C)CC3)cc2=O)cc1,-10.8,-5.3,22.4

# Random excerpt: six entries already listed
SMILES,hcGAS lum,mcGAS lum,NPYLR7 ag
CCCCCCCCS(=O)(=O)Oc1ccc(-c2nc3ccc(Br)cn3c2NC2CCCCC2)cc1,-6.3,-4.1,-11.6
Fc1ccccc1OCCCn1cnc2ccccc21,-13.1,.,26.6
COc1ccc(CN(Cc2cccc(C(F)(F)F)c2)Cc2nc(C(=O)NCc3cccnc3)co2)c(OC)c1,-7.1,-4.8,.
CC(C)c1ccc(-n2c(C3C4CCCCC43)n[nH]c2=S)cc1 (stereo not drawn),-3.1,.,-8.7
C1=CC2CC1CC2CN1CCN(Cc2c[nH]c3ccccc23)CC1 (stereo not drawn),-7.3,.,11.3
Cc1ccc(-c2cc(C(=O)N3CCC(C(=O)c4ccccc4)CC3)c3ccccc3n2)o1,-5.6,.,1.0
